DT40 TDP1 CPT = DT40-hTDP1 cell growth loss with CPT. AID 686979. 420,000 compounds, 12% hits. chicken DT40 Tdp1-/-;hTDP1 cells + 20 nM CPT, ATP luminescence, 48 h. Potency, µM (highest dose often 46.2 µM), inactives show top-dose activity change, negative = growth inhibition, most hits filed as inhibitors; further: nearly all actives have a fitted effect of over 55% in size
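Cell growth measured by CellTiter-Glo luminescence after a minimum 48 h, 37 C compound exposure with 20 nM CPT in Tdp1-knockout DT40 cells stably expressing hTDP1, seeded 400/well; qHTS titration format.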
TDP1 block = blocks human tyrosyl-DNA phosphodiesterase 1 | Q9NUW8 | recombinant TDP1, AlphaScreen DNA substrate cleavage | Potency, µM (highest dose often 130 µM), inactives show at the highest dose activity change, negative = inhibition, actives largely listed as inhibitors | 350,000 compounds, 0.28% hits; further: nearly all actives have a fitted effect of over 40% in size
Target sequence (Q9NUW8 whole entry, looked up): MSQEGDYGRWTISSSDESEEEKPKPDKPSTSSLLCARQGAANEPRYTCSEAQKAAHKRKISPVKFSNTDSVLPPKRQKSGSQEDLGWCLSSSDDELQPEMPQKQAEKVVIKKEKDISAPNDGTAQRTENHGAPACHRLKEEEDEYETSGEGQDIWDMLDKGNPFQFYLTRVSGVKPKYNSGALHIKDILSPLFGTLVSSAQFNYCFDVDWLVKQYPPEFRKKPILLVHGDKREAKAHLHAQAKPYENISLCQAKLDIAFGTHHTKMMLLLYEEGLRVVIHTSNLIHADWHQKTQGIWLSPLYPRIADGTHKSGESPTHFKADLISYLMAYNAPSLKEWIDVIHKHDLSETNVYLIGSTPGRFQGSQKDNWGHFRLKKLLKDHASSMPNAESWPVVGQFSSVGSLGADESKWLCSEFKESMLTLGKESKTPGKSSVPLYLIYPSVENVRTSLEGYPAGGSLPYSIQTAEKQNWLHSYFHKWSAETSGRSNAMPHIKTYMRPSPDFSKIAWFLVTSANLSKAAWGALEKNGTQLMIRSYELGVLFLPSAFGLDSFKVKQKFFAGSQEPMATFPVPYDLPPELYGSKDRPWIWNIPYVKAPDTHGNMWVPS
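E. coli-derived human Tdp1, 1 nM final. Cpd preinc 15 min RT; substrate 15 nM final, 5 min RT; AS bead mix 10 ug/ml final, 10 min RT. Signal loss = tyrosine-FITC cleavage. No-enzyme wells = max signal.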
DT40 TDP1 no CPT = qHTS for Inhibitors of human tyrosyl-DNA phosphodiesterase 1 (TDP1): qHTS in cells in absence of CPT; Potency, µM (titrated, usually from 46.2 µM), for inactives: at the highest dose activity change, negative = growth inhibition, actives largely listed as inhibitors; DT40 Tdp1-/- hTDP1 cells, no CPT, ATP luminescence, 48 h; 420,000 compounds, 15% hits; further: nearly all actives have a fitted effect of over 55% in size
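Cells were dispensed at 400 per well, compounds added by pin tool, plates incubated ≥48 hr at 37 °C, then CellTiter-Glo added for 30 min at room temperature before luminescence reading. Line: DT40 Tdp1-/- complemented with hTDP1; camptothecin omitted.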
The depositor's hits bear a star; ? = inconclusive; . = no result given; & = joins results of further samples; [ ] = remark or other dose. The call rests on the fitted dose curve; in most records, active means well fitted curve in the direction sought with a large enough effect; inconclusive means small, poorly fitted or top-dose-only effect, or another doubt; inactive means no such curve, though single readings can be large; an effect the other way counts as inactive or inconclusive. On the % scale 0 is the no-effect control and ±100 the full control effect; potency means the concentration at half of the fitted maximal effect. Not a hit list. About 18% of those tested had a hit in this group.

SMILES | DT40 TDP1 CPT | TDP1 block | DT40 TDP1 no CPT
CC(OC(=O)c1ccc(Cl)cc1)C(=O)NCc1ccc2c(c1)OCO2 (centres undefined) | -14% | 0% | 7%
CN(C(=O)c1cccc(NC(=O)Cc2ccc(NC(=O)C3CCN(C(=O)C4CCC4)CC3)cc2)c1)C1CC1 | 0% | . | -2%
CCOC(=O)C(=O)Nc1ccc(S(=O)(=O)Nc2nccs2)cc1 | -2% | . | 5%
Cc1cc(C)c(C)c(C(=O)C(=O)c2ccccc2)c1 | -2% | . | 1%
O=C(O)c1ccc(COCC(F)(F)C(F)F)o1 | -2% | ? | 8%
Cc1ccc2c(COC(=O)c3ccccc3F)cc(=O)oc2c1 | -6% | 9% | -15%
COCCNC(=O)C1(C)CCN(Cc2cccc(Oc3ccccc3)c2)C1 (centres undefined) | ? | . | ?
Cc1c(C(=O)N(C)C)sc2c1c(=O)n(-c1ccc(F)cc1)c(=O)n2CC(=O)N(C)c1ccccc1 | -11% | 0% | 0%
Cc1cc(C)n(-c2ccc(C(=O)N3CCN(c4ccccn4)CC3)cc2)n1 | -26% | 1% | -10%
O=C(CSc1nc2ccc(S(=O)(=O)N3CCOCC3)cc2[nH]1)N1CCOCC1 | ? | -1% | ?
Cc1ccc2occ(C3NC(C(=O)O)CS3)c(=O)c2c1 (centres undefined) | -13% | -2% | -27%
CCOC(=O)CSc1nnc(CNc2ccc(Cl)cc2)n1Cc1ccccc1 | 0% | 0% | -2%
CC1=C(C(=O)N(C(C)C)C(C)C)CC(CC(=O)NCCN2CCOCC2)C(=O)N1CCC1=CCCCC1 (centres undefined) | -14% | . | -28%
CCOC(=O)CN(C(=O)c1snc(C(N)=O)c1N)C(C(=O)NCCC(C)C)c1ccc(C)cc1 (centres undefined) | -25% | . | -20%
Cc1nnc(N/N=C/C(C)c2ccccc2)[nH]c1=O (centres undefined) | 2% | 1% | 1%
O=C(NCCOc1ccccc1)[C@@H]1CCCN1C(=O)c1cccs1 | -27% | . | -20%
O=C(O)c1ccc(Cn2cnc3sc4c(c3c2=O)CCCC4)cc1 | -12% | -3% | -5%
CON(C)C(=O)c1ccccc1N(C)C(=O)OC(C)(C)C | -11% | 0% | -7%
O=C(O)c1ccccc1/C=N/NC(=O)C1CCCCC1 | 8% | -2% | 3%
COCC(C)n1c(C)cc(C(=O)COC(=O)c2nn(C)c(=O)c3ccccc23)c1C (centres undefined) | ? | 6% | ?
COc1ccc2cc(OCC(=O)NNC(=O)Nc3ccc(F)cc3)ccc2c1 | -10% | -4% | -12%
O=C1/C(=C/c2ccncc2)Oc2cc(OS(=O)(=O)c3ccccc3)ccc21 | ? | 8% | 12µM*
CCCN1CCC(=O)N(CCSc2ccc(NC(C)=O)cc2)CC1 | -22% | 10%&-11% | -6%
COCCCNC(=O)COc1cc(C)c(Cl)c(C)c1 | 0% | 4% | -17%
O=C1N[C@@H](Cc2ccccc2)COC(=O)[C@H](Cc2ccc(F)cc2)CC/C=C/C[C@H]1CC(=O)N(CCO)Cc1ccccc1 | ? | 2% | ?
COc1ccc([N+](=O)[O-])cc1NC(=O)COC(=O)C12CC3CC(CC(O)(C3)C1)C2 | -26% | . | ?
COc1c(S(=O)(=O)N2CCCC2)ccc(Cl)c1Cl | ? | 2% | ?
COc1cc(C2=NOC(C(=O)Nc3ccc(C)cc3)C2)cc(OC)c1OC (centres undefined) | 13µM* | 5% | 11µM*
COc1cccc(CNC(=O)C2CCC(=O)N(CCc3cccc(F)c3)C2)c1 (centres undefined) | -25% | 0% | -21%
CCN(CC)CCNC(=O)c1ccc2c(=O)n(CCc3ccccc3)c(=O)[nH]c2c1 | -9% | 4% | -14%
C[C@@H]1CN([C@@H](C)CO)C(=O)c2cc(Br)cnc2O[C@H]1CN(C)C(=O)C1CC1 | 5% | . | -16%
COc1ccc(C(=O)OCCOc2ccccc2C(C)=O)c(O)c1 | 11% | -13% | ?
NC(c1ccccc1)c1cccs1 (centres undefined) | -21% | . | -19%
CN(C)c1ccc(NC(=O)COC(=O)c2cc(Cl)ccc2[N+](=O)[O-])cc1 | -12% | 9% | ?
CCN1Cc2cc(OC)ccc2-c2ccccc2S1(=O)=O | -10% | 1%[56.1 µM] | -20%
Cc1ccc(NC(=O)[C@H](Cc2ccccc2)NC(=O)CC[C@H]2O[C@@H](n3ccc(=O)[nH]c3=O)[C@H](O)[C@@H]2O)cc1C | -7% | . | 4%
O=C(NC1CCCC1)C(c1ccccn1)N(C(=O)c1csnn1)C1CC1 (centres undefined) | -21% | 0% | -28%
CC1CCN(C(=O)CN2c3ccc(C(C)C)cc3-c3ccccc3S2(=O)=O)CC1 | 15µM* | -3% | 23µM*
Cc1ccc(Cl)cc1-n1c(=O)c2sc3ccccc3c2n(CC(=O)NC2CCCC2)c1=O | -28% | 4% | ?
CC(C)=CCCC1=CC[C@H](C(=O)O)[C@H](C(=O)O)C1 | 3%[9.04 µM] | -2% | 0%[9.04 µM]
CCOC(=O)c1nn(C)c2[nH]c(=O)n(C)c(=O)c12 | ? | . | 2%
COc1cccc(-c2nn(-c3ccccc3)cc2/C=C(/NC(=O)c2ccccc2)C(=O)O)c1 | -25% | . | 6%
N#Cc1ccccc1S(=O)(=O)N1CCN(c2nc(-c3ccccc3)nc3ccccc23)CC1 | 16µM* | 1% | 11µM*
O=C(O)c1ccccc1C(=O)Nc1ccc(Br)c2cccnc12 | -2%&-20% | 2% | -9%&12%
COC(=O)c1c(S(=O)(=O)NCc2ccccc2)sc(C(=O)O)c1C | 1% | 6% | -13%
N=c1n(Cc2ccccc2)c2ccccc2n1CC(O)COc1ccc(Cl)cc1Cl (centres undefined) | 21µM* | 5% | 7.3µM*
CC(=O)c1ccc(NS(=O)(=O)c2c(C)cc(C)cc2C)cc1 | -6% | 2% | ?
Cn1cccc1-c1nc2ccc(NC(=O)c3ccccc3)cc2[nH]1 | -28% | 8% | ?
COC(=O)c1cnn(-c2nc(OC)cc(OC)n2)c1C | -13% | -10% | ?
O=C(COC(=O)c1ccc(-n2cnnn2)cc1)Nc1cc(Cl)ccc1F | 4% | -15% | -20%
CCC[C@@H](CN1CCC[C@H]1CN1C(N)=NC[C@H]1C(C)C)N1C[C@@H]([C@H](C)CC)N(CCCC2CCCC2)C1=N | ? | 0% | ?
Cc1ccc2oc(=O)cc(CN3CCCCC3)c2c1 | 3% | . | 0%
O=C(O)c1nccnc1C(=O)Nc1ccc(S(=O)(=O)N2CCOCC2)cc1 | 5% | 1% | 0%
O=C(NCCCN1CCOCC1)c1ccc(S(=O)(=O)Nc2cccc(C(F)(F)F)c2)cc1 | -23% | 1% | ?
O=C(CSc1nnc2ccccn12)Nc1ccccc1C(=O)NC1CC1 | -10% | 7% | -14%
N#CC1C(=N)Cc2ccccc2-c2ccccc21 (centres undefined) | ? | . | 21µM*
CCC(C)NC(=O)C1=C(C)C(=O)OC12CCC(C)CC2 (centres undefined) | 0% | 2% | -5%
Cc1ccc(-c2nnc(SCC(=O)c3ccc(Cl)cc3)n2-c2ccccc2)cc1 | 4.6µM* | -5% | 8.2µM*
Cn1c(=O)oc2cc(S(=O)(=O)N3CCCCC3)ccc21 | -12% | 9% | 17%
O=C(O)COc1ccc(Br)cc1/C=N\Nc1ccccn1 | ? | . | ?
Later entries:
SMILES | DT40 TDP1 CPT | TDP1 block | DT40 TDP1 no CPT
O=C(O)CSc1ncnc2sc(-c3ccccc3)cc12 | -2% | 0% | -4%
Cc1ccc(NS(=O)(=O)c2ccc3[nH]c4c(c3c2)CCCC4)c(C)c1 | ? | 7% | ?
Cc1nn(Cc2ccc(F)cc2)c(Cl)c1/C=N/NC(=O)c1ccccc1 | -1% | -8% | ?
COc1ccc(-c2cc(=O)oc3c(C)c(OC(C)C(=O)NCc4ccccn4)ccc23)cc1 (centres undefined) | ? | . | 26µM*
CCC(=O)NCCCc1nc2ccccc2n1Cc1ccccc1F | -14% | 3% | -11%
CCc1nc2c(OCc3ccc(C(F)(F)F)cc3)cccn2c1N(C)C(C)=O | ? | . | ?
CC1(C(=O)NS(=O)(=O)C2CC2)CCN(C(=O)c2cccc(Cl)c2)C1 (centres undefined) | -22% | . | 2%
O=C1CCCN1CCCN=c1c([N+](=O)[O-])nn(-c2ccc(Cl)cc2)n1O | 3.3µM* | 3% | 6.5µM*
Cc1cccc(S(=O)(=O)NC(=O)C2(C)CCN2C(=O)CCC2CCCC2)c1 (centres undefined) | -1% | . | 16%
Cc1cccc(NC(=S)N/N=C/c2cccn2Cc2ccc(F)cc2)c1 | ? | 12% | 16µM*
COc1ccc(C(=O)NCC2CCCN2S(=O)(=O)c2cccs2)cc1 (centres undefined) | 3% | . | -29%
CCNC(=O)Nc1ccc(S(=O)(=O)Nc2cnc(C)nc2C)cc1 | -3% | . | -8%
O=C1c2ccccc2C(=O)c2c1oc(C(F)(F)F)c2C(=O)c1ccccc1 | 12µM* | 4% | 16µM*
O=C(Nc1nnc([C@@H]2C[C@H](O)[C@@H](CO)O2)s1)c1cccc(OC(F)(F)F)c1 | 0% | . | -20%
N#Cc1cc2ccccc2n2nnnc12 | 14% | 5% | 1%
CC1CCCN(S(=O)(=O)c2csc(C(N)=O)c2)C1 (centres undefined) | -9% | -2% | -2%
COc1ccc(CNC(=O)CC2Sc3ccccc3NC2=O)cc1 (centres undefined) | 4% | -2% | -12%
CC1CCCCC1NC(=S)NC(=O)c1ccccc1Br (centres undefined) | ? | 1% | ?
CC(OC(=O)CCc1nc(=O)c2ccccc2n1C)C(=O)NCc1ccc2c(c1)OCO2 (centres undefined) | 6% | 5% | -9%
CCOC(=O)c1ccc(NC(=O)C2(c3ccccc3)CCCC2)cc1 | ? | -2% | ?
COc1ccc(OC)c(C2=NNC(=NCc3ccc4c(c3)OCO4)SC2)c1 | ? | 5% | ?
CC(C)(C)OC(=O)N1CCC(C(=O)NNC(=O)c2ccc(Cl)cc2Cl)CC1 | -11% | 1% | 8%
CCCCN1C(=N)N([C@@H](C)CN2CCC[C@H]2CN2C(N)=NC[C@H]2CC(C)C)C[C@H]1Cc1ccccc1 | 16µM* | -7% | ?
CCOC(=O)c1c(C)[nH]c(C)c1C(=O)COC(=O)c1ccc(S(=O)(=O)N(CC)CC)cc1 | -20% | 5% | -16%

Entries shown so far with an aryl methoxy group, in the order listed:
SMILES | DT40 TDP1 CPT | TDP1 block | DT40 TDP1 no CPT
COc1ccc2cc(OCC(=O)NNC(=O)Nc3ccc(F)cc3)ccc2c1 | -10% | -4% | -12%
COc1ccc([N+](=O)[O-])cc1NC(=O)COC(=O)C12CC3CC(CC(O)(C3)C1)C2 | -26% | . | ?
COc1c(S(=O)(=O)N2CCCC2)ccc(Cl)c1Cl | ? | 2% | ?
COc1cc(C2=NOC(C(=O)Nc3ccc(C)cc3)C2)cc(OC)c1OC (centres undefined) | 13µM* | 5% | 11µM*
COc1cccc(CNC(=O)C2CCC(=O)N(CCc3cccc(F)c3)C2)c1 (centres undefined) | -25% | 0% | -21%
COc1ccc(C(=O)OCCOc2ccccc2C(C)=O)c(O)c1 | 11% | -13% | ?
CCN1Cc2cc(OC)ccc2-c2ccccc2S1(=O)=O | -10% | 1%[56.1 µM] | -20%
COc1cccc(-c2nn(-c3ccccc3)cc2/C=C(/NC(=O)c2ccccc2)C(=O)O)c1 | -25% | . | 6%
COC(=O)c1cnn(-c2nc(OC)cc(OC)n2)c1C | -13% | -10% | ?
COc1ccc(-c2cc(=O)oc3c(C)c(OC(C)C(=O)NCc4ccccn4)ccc23)cc1 (centres undefined) | ? | . | 26µM*
COc1ccc(C(=O)NCC2CCCN2S(=O)(=O)c2cccs2)cc1 (centres undefined) | 3% | . | -29%
COc1ccc(CNC(=O)CC2Sc3ccccc3NC2=O)cc1 (centres undefined) | 4% | -2% | -12%
COc1ccc(OC)c(C2=NNC(=NCc3ccc4c(c3)OCO4)SC2)c1 | ? | 5% | ?

Compound activity: PubChem BioAssay, National Center for Advancing Translational Sciences (NCATS)
